# High-throughput results from PubChem.
# TAAR1 agonist – agonists of human TAAR1 | Q96RJ0 | CHO RD-HGA16 TAAR1, Fluo-8 calcium fluorescence; vehicle wells 0%, saturating PEA agonist 100% | activation, % at 3 µM | hit rate 0.99% among 360,000 | AID 624467;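 active = activation above the mean activation of all test compounds in the run plus 3 SD, cut at about 38% in these data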
#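 Repeats: no replicates (n 1) | Material: CHO-derived RD-HGA16 cells with stable Gα16 and human TAAR1 | Technique: Kinetic Fluo-8 calcium fluorescence | Schedule: 17-24 h seeding, 75 min 37 °C dye, 30 min RT | Evaluation: % activation from peak over basal fluorescence ratio, DMSO-to-PEA scaled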
# V1aR counter – V1a receptor agonism, counter-screen for OXTR agonists; P37288; CHO-V1R cells, Fluo-8 calcium fluorescence, agonist mode; 0% DMSO, 100% 3 nM vasopressin; activation, % at 3 µM; hit rate 0.25% among 320,000;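 active = activation above the mean activation of all tested compounds plus 3 SD, per screening run, cut at about 20% in these data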;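 also: signal is peak over basal fluorescence ratio across a 100 second FLIPR read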
# Target sequence (P37288 whole entry, looked up): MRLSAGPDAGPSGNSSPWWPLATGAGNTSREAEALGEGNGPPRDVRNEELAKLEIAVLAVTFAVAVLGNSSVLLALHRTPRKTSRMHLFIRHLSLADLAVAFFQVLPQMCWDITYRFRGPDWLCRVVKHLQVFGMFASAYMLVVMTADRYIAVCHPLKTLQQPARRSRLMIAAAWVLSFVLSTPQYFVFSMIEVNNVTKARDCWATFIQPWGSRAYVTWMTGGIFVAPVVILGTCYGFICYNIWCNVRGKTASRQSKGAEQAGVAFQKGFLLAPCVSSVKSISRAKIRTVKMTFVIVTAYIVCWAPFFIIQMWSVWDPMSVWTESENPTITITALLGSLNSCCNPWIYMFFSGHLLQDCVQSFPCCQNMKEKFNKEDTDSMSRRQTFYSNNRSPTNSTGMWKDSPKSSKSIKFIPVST
# CHO-K1 Ca antag – M1 antagonist counterscreen hit in parental CHO-K1 cells; hit rate 0.6% among 360,000; inhibition, % at 3 µM; ATP-induced calcium, Fluo-8 fluorescence; AID 602250;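 active = inhibition above a per-plate cutoff, the plate's mean sample inhibition plus 3 SD, cut at about 24% in these data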;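 also: 0% = DMSO plus EC80 ATP and 100% = DMSO alone without ATP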
# OXTR potentiator – potentiates the human oxytocin receptor response | activation, % at 3 µM | CHO-OTR cells, Fluo-8 calcium fluorescence, potentiator mode; 0% = oxytocin EC15, 100% = EC100 | AID 2445 | hit rate 0.061% among 320,000;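 active = activation above that plate's cutoff, the mean activation of tested compounds plus 3 SD, cut at about 6.6% in these data, passing the limit was not always enough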;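 also: 100% uses oxytocin at 75 nM as the full agonist control; some results filed as inactive read as strong as hits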
#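 Assay system: CHO-OTR cells, human receptor / Also added: oxytocin at about EC15, sub-maximal agonist stimulus / Dosing: single dose, 3.0 µM nominal final compound concentration / Incubation: 6 min pre-incubation, 100 s read / Technique: Fluo-8 calcium dye fluorescence / Read-out: % activation vs EC15 and EC100 oxytocin / Benchmarks: EC15 oxytocin low, 75 nM oxytocin high / Replicates: singlicate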
# CHO-K1 Ca PAM – M1 PAM counterscreen hit in parental CHO-K1 cells; activation, % at 3 µM; hit rate 0.02% among 360,000; ATP EC20, Fluo-8 calcium fluorescence; 0% at ATP EC20, 100% at ATP max; AID 602247;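 active = activation above the run cutoff, the mean activation of all test compounds plus 3 SD, cut at about 40% in these data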;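 also: peak over basal fluorescence ratio in a 140 s read after ATP addition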
# TAAR1 antag – human TAAR1 antagonism | CHO RD-HGA16 TAAR1, Fluo-8 calcium fluorescence, antagonist | hit rate 1.5% among 360,000 | Q96RJ0 | AID 624466 | inhibition, % at 3 µM;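 active = inhibition above a per-plate cutoff, the mean inhibition of test compounds on that plate plus 3 SD, cut at about 49% in these data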;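 also: 0% = DMSO plus EC80 beta-PEA response and 100% = DMSO alone without agonist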
#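 Material: RD-HGA16 CHO cells with stable hTAAR1 and Gα16; Dosing: single nominal final test compound concentration of 3 µM; Schedule: seeding 17-24 h prior, 75-min 37 °C, 30-min RT dye loading; Detection: kinetic Fluo-8 calcium fluorescence measurement; Measure: % inhibition from peak post-agonist over basal fluorescence ratio; Benchmarks: vehicle and agonist controls.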
# M1 ag – activates human CHRM1 receptor; CHO-K1 hM1, Fluo-8 calcium fluorescence, agonist mode; 0% DMSO, 100% acetylcholine EC100; hit rate 0.33% among 360,000; P11229; activation, % at 3 µM;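 active = activation above the run's mean compound activation plus 3 SD, cut at about 16% in these data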;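 also: peak over basal fluorescence ratio within a 140 s kinetic read after compound addition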
# Target sequence (P11229 whole entry, looked up): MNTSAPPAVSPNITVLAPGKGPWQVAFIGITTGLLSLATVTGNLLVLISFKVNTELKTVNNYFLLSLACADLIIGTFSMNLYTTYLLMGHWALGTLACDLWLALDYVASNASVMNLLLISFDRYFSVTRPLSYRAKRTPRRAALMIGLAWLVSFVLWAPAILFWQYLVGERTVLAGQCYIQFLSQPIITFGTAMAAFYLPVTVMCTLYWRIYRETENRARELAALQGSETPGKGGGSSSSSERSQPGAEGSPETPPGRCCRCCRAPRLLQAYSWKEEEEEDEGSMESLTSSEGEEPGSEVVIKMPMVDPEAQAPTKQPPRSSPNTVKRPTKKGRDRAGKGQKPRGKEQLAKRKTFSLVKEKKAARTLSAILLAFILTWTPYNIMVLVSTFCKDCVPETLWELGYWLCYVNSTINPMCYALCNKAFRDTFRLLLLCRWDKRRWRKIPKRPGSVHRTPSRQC
# CHO parental Ca – counter-screen: ATP calcium response change in parental CHO cells | parental CHO-K1, ATP-induced calcium, Fluo-8 fluorescence | inhibition, % at 5.6 µM | hit rate 0.63% among 330,000 | AID 463079;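 active = inhibition above that plate's mean sample inhibition plus 3 SD, cut at about 26% in these data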;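 also: 0% = ATP-challenged DMSO wells and 100% = DMSO wells without ATP; some compounds past the cut are filed as inactive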
#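 Test system: untransfected parental CHO cell line; also added: ATP stimulus; dosing: 5.6 µM, single dose; signal: calcium-sensitive Fluo-8 fluorescence; measure: percent inhibition of ATP-evoked calcium rise, normalized to controls; benchmarks: low control ATP plus DMSO, high control DMSO only; replication: one well per compound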
# M1 ag parental – nonselective activator or artifact in parental CHO-K1 cells | Fluo-8 calcium fluorescence; scaled to maximal ATP response, vehicle zero | hit rate 0.48% among 360,000 | activation, % at 3 µM | AID 602248; in the data active = activation above about 15%;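 also: untransfected CHO-K1 host cells lacking M1 receptor as counterscreen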
# * hit, by the source's call; . = not tested or not shown.
SMILES,TAAR1 agonist,V1aR counter,CHO-K1 Ca antag,OXTR potentiator,CHO-K1 Ca PAM,TAAR1 antag,M1 ag,CHO parental Ca,M1 ag parental
Cc1ccc(N2C(=O)N(CC(=O)Nc3cc(C)cc(C)c3)C(=O)C2C)cc1 (configuration not stated),-0.2,-0.9,-14.6,-8.9,5.4,-3.6,-3.4,-22.3,0.5
O=C(CN(C1CCCCC1)S(=O)(=O)c1ccccc1)NCC1CCCO1 (configuration not stated),-0.5,.,-22.3,.,0.3,-16.5,-2.3,.,0.1
CC1=C(C(=O)N(C)C)CC(CC(=O)NCCCCc2ccccc2)C(=O)N1CCC1=CCCCC1 (configuration not stated),10.2,.,-13.1,.,21.1,-15.5,-5.8,.,1.2
CC(C)CNC(=O)C(=O)NCC1CCCN1S(=O)(=O)c1cccs1 (configuration not stated),2.1,0.1,-7.2,-8.2,25.4,0.2,-3.1,-2.1,1.6
O=C(CSc1nnc(NC(=O)CN2CCOCC2)s1)Nc1ccccc1,4.8,0.6,-6.4,-6.6,13.9,-1.1,-1.2,-13.8,0.2
Cc1ccc(SCC(=O)OCC(=O)NCCCc2ccccc2)cc1,-2.6,-1.6,14.5,-11.7,-14.7,-5.6,-5.1,2.4,-0.7
C[C@@H]1C(=O)OC[C@H]1NC(=O)OCc1ccccc1,0.8,0.8,-6.2,3.6,8.5,4.1,-2.5,-3.4,1.6
COc1cc(OC)cc(C(=O)NNC(=O)CCc2nc3ccccc3c(=O)[nH]2)c1,2.6,0.2,-18.1,2.3,11.4,14.8,-1.8,-18.9,0.4
CCOc1ccc(C(=O)N[C@H](C(=O)NC2CCCCC2)C(C)C)cc1,5.3,.,5.1,.,5.0,-16.9,-2.2,.,0.3
C/C(=N\Nc1nc2ccccc2c(=O)n1O)c1ccco1,5.8,0.1,-4.2,-5.0,0.5,-9.0,-2.5,-3.7,0.2
CS(=O)(=O)N1CCC(C(=O)Nc2c(F)cccc2F)CC1,8.9,0.5,-8.4,-7.5,3.5,5.6,-1.6,2.9,0.0
CCOC(=O)c1nnc2cc(-c3ccccc3)nn2c1C,14.5,6.4,-11.0,-6.6,15.7,10.1,-0.8,-7.8,6.6
CN1CCN(c2ccc(S(=O)(=O)N3CCCCC3)cc2NC(=O)/C=C/c2ccc(OC(F)F)cc2)CC1,10.0,1.4,8.7,-7.9,-6.2,6.7,-1.5,-15.4,1.6
CC(C)(C)S(=O)(=O)c1cnc2c(-c3ccc(Cl)cc3)cnn2c1N,-0.2,0.2,-2.8,-2.9,-1.7,13.9,-2.4,-3.6,0.4
O=C(COc1ccc(Cl)cc1)NCCC1=CCCCC1,-1.4,-1.2,-10.7,-5.1,-4.0,21.2,-8.6,5.6,-0.5
Cc1ccc(C)c(N2CCN(S(=O)(=O)c3ccc4c(c3)CC(C)N4C(=O)C3CC3)CC2)c1 (configuration not stated),0.0,0.0,-5.6,-8.3,0.7,-15.8,-1.6,-14.7,0.1
Cc1ccc(Cl)cc1NC(=O)c1ccc(Cn2cc(Cl)cn2)cc1,19.3,12.4,-9.7,-13.3,19.9,3.9,-2.5,3.2,5.4
COc1ccc(N(CC(=O)NCc2ccccn2)S(=O)(=O)c2ccccc2[N+](=O)[O-])c(OC)c1,3.4,0.6,-6.3,-7.7,22.5,16.0,-10.4,-14.9,0.4
O=C1OC[C@H]2CCCC[C@@H](CO)ON12,1.5,.,-15.4,.,15.3,-22.4,-2.1,-10.1,0.1
CCc1ccc(OCCCCCn2ccnc2)cc1,4.4,.,12.2,.,-20.0,-10.2,-3.9,.,2.1
COC(=O)[C@@]1(Cc2ccc(F)cc2)[C@H]2c3cc(C(=O)N(C)C)n(Cc4ccccc4)c3C[C@H]2CN1C(=O)c1ccccc1,13.8,1.3,.,-1.6,.,0.3,.,-17.9,.
COc1ccccc1NC(=S)NC12CN3CN(CN(C3)C1)C2,7.1,0.2,2.9,-7.1,13.0,21.8,-12.8,-7.3,4.0
O=C(COC(=O)c1nc(Cl)ccc1Cl)c1ccccc1Cl,1.7,-1.8,-13.4,-14.0,-2.5,3.0,-3.5,-12.6,0.6
O=C(CN(CC1CCCO1)C(=O)CNS(=O)(=O)c1ccc(F)cc1)NCc1ccco1 (configuration not stated),3.1,-1.0,-18.9,1.2,19.3,21.0,-3.8,-12.7,1.1
CC(NC(=O)CSc1nc(=O)cc(N)n1-c1ccccc1)c1ccccc1 (configuration not stated),0.6,0.4,-9.1,-4.4,18.4,-7.6,-1.8,-12.2,-0.2
O=C(NC1=NCCS1)c1sc2cc(Cl)cc(Cl)c2c1Cl,-0.4,0.5,-15.3,-4.6,21.7,13.1,-7.3,7.9,0.5
O=C(N1CCCCC1)N1CCN(S(=O)(=O)c2cccc([N+](=O)[O-])c2)CC1,0.0,1.4,-10.1,-1.7,22.1,-3.1,-3.7,-9.0,2.5
CCOc1ccc(C(F)(F)F)cc1NC(=O)COc1ccc(C(F)(F)F)cc1[N+](=O)[O-],7.3,0.4,6.0,-13.2,4.8,-8.2,-0.8,-6.5,-0.3
COc1ccc(S(=O)(=O)N2CCOc3ccccc32)cc1,0.0,-0.4,-10.7,-15.7,4.7,17.5,-5.8,-0.5,0.1
CCOc1ccc(OCC(=O)N(CCC2=CCCCC2)c2c(N)n(Cc3ccccc3)c(=O)[nH]c2=O)cc1,0.5,0.6,1.4,-11.5,3.8,-10.0,-2.5,-18.0,2.3
CCCCCNc1nc2ccccc2nc1NS(=O)(=O)c1cccs1,5.5,1.7,19.6,-15.5,-7.9,-10.1,-3.0,-10.1,0.4
Cc1cc(C)n(CC(=O)NNC(=O)c2cncc(Br)c2)n1,1.2,-0.6,-11.8,-5.1,17.5,-8.5,-0.1,-13.1,0.9
CCCC(=O)N1CCN(c2ccc(NC(=O)c3cc4ccccc4o3)cc2Cl)CC1,18.3,5.9,20.4,-18.5,-4.2,84.4*,5.0,61.3*,13.4
CCCCN(CC)CCNC(=O)CN(C)S(=O)(=O)c1ccc2c(c1)c(=O)n(C)c(=O)n2C,-0.4,0.1,-5.8,-2.6,9.7,18.5,-4.8,-12.8,-0.2
COc1ccc(NC(=O)C(C)N=C2NS(=O)(=O)c3ccccc32)cc1S(N)(=O)=O (configuration not stated),0.2,-0.4,-19.0,-0.6,9.4,-4.5,-3.6,-1.7,0.5
CCC(C)(C)NC(=O)C(c1cccc(OC)c1OC)N(Cc1ccccc1)C(=O)CCC(=O)Nc1cc(C)on1 (configuration not stated),3.2,0.5,-15.6,-6.1,0.6,-6.4,-2.0,-25.8,0.9
Cc1ccc(Cn2c(NC(=O)c3ccco3)nc3ccccc32)cc1,2.9,-1.1,-11.4,-15.3,16.1,22.6,-5.6,-10.0,0.4
COC(=O)CCC(=O)OC1(C)C(=O)C2=CN(CC3CC3)C(c3ccc(OC)cc3)=CC2=C(Br)C1=O (configuration not stated),.,0.6,-2.5,0.2,-2.1,.,-9.7,-4.8,0.2
O=C(Nc1sc2c(c1C(=O)NCCCO)CCCC2)c1ccccc1,6.1,0.5,0.9,-9.0,1.5,12.4,-1.9,-10.1,4.6
Cc1ccc(S(=O)(=O)c2c(C)nn(C(C)(C)C)c2OC(=O)c2ccc(Br)o2)cc1,14.6,0.0,-12.1,-4.4,7.2,0.7,-3.6,-19.3,0.8
CC1=C(C(=O)N(C(C)C)C(C)C)CC(CC(=O)NCc2ccco2)C(=O)N1Cc1ccccc1 (configuration not stated),-0.3,.,21.9,.,-7.3,-17.2,-8.5,.,1.0
Cc1nnc(SCCn2c(N3CCCCC3)nc3c2c(=O)[nH]c(=O)n3C)s1,-1.9,1.0,-2.4,-2.4,-3.6,8.8,-3.1,-0.5,-0.1
O=C(c1ccco1)N1CCN(C2CC(=O)N(c3ccc(F)c(Cl)c3)C2=O)CC1 (configuration not stated),4.9,2.5,-8.7,-8.9,-17.1,-43.9,-3.5,-2.8,-0.2
COC(=O)c1c(C)[nH]c(C(=O)COC(=O)CCc2ccc(OC)c(OC)c2)c1C,3.2,.,-5.0,.,14.2,-4.6,-0.8,.,0.1
CS(=O)(=O)N1CCN(c2ccccc2NC(=S)NC(=O)c2cccs2)CC1,15.5,-0.5,-4.8,-9.0,8.1,47.3,-3.2,-23.4,1.8
CN=C(Cc1ccccc1)C1=C(O)CC(C)(C)CC1=O,3.1,-0.7,-4.7,-3.3,-6.7,-7.6,-0.3,5.8,0.0
COc1cc(/C=N/NC(=O)c2cc[n+]([O-])cc2)cc(OC)c1OC,0.6,0.5,-27.5,-8.7,10.9,-4.6,-2.3,-3.1,0.3
Cc1ccc(S(=O)(=O)NCCSCc2ccccc2)cc1,7.4,0.3,3.2,-13.4,8.5,6.5,4.5,1.6,0.7
COc1ccc([N+](=O)[O-])cc1NC(=O)Cc1ccc(Cl)cc1,7.6,0.0,16.9,0.2,-6.5,-18.2,-8.2,12.8,-0.2
CC1=NN(c2ccccc2)C(=O)C1/C=C1/NC(=S)NC1=O (configuration not stated),-0.1,1.9,10.1,-12.4,-16.3,-19.9,0.8,3.8,-0.2

# Ordered by the number under OXTR potentiator (lowest first): some entries from above
compound | OXTR potentiator
CCOc1ccc(C(F)(F)F)cc1NC(=O)COc1ccc(C(F)(F)F)cc1[N+](=O)[O-] | -13.2
COc1ccc(N(CC(=O)NCc2ccccn2)S(=O)(=O)c2ccccc2[N+](=O)[O-])c(OC)c1 | -7.7
CS(=O)(=O)N1CCC(C(=O)Nc2c(F)cccc2F)CC1 | -7.5

# The list continues:
SMILES,TAAR1 agonist,V1aR counter,CHO-K1 Ca antag,OXTR potentiator,CHO-K1 Ca PAM,TAAR1 antag,M1 ag,CHO parental Ca,M1 ag parental
COc1cccc(/C=N/Nc2nnc(C)n2N)c1O,-1.7,0.0,19.3,-0.3,-20.1,-11.2,4.8,-0.8,0.0
O=C(c1ccco1)n1nc(-c2ccccc2)nc1NCc1ccco1,11.4,-1.5,-5.7,-5.8,10.6,-0.4,-2.9,-13.2,-0.1
O=C(CN1CCC(Cc2ccccc2)CC1)NC(=O)NCc1ccccc1,0.5,-0.9,-9.0,3.0,11.3,-30.2,-6.9,-14.1,0.5
O=C(c1cc([N+](=O)[O-])ccc1N1CCOCC1)N1CCN(S(=O)(=O)c2ccc(F)cc2)CC1,3.5,-1.3,3.7,-3.2,-23.0,-7.2,-2.2,-34.8,0.3
